NR2E3 ag-1: NR2E3 (human) agonism; inhibition of corepressor binding, % at 4.78 µM; GST-NR2E3/biotin-RetCOR TR-FRET, 1536-well; AID 2300; 0.12% of 320,000 active; Q9Y5X4;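 active = percent inhibition above the cutoff of mean plus 3 SD of all tested compounds, set per screening campaign, cut at about 20% in these data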;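 also: 0% = DMSO wells and 100% = biotin wells as full block of FRET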
Target sequence (Q9Y5X4 whole entry, looked up): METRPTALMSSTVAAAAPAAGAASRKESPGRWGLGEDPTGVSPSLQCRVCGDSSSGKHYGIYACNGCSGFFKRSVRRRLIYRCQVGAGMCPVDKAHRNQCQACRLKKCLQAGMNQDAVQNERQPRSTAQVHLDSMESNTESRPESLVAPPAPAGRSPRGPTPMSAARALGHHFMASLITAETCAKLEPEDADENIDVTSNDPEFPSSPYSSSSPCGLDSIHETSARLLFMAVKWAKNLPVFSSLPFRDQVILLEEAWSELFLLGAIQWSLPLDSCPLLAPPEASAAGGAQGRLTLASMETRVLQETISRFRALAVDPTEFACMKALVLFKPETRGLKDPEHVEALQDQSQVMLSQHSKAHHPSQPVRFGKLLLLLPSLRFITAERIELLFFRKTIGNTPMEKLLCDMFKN
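System: GST-tagged NR2E3 plus biotinylated RetCOR corepressor; Buffer or medium: pH 7.5 Tris-based buffer; Probe or stimulus: RetCOR corepressor, biotinylated, 7 nM; Doses: compound at 4.8 µM, single dose; Schedule: 5 h incubation at 4 °C; Technique: time-resolved FRET; Evaluation: percent inhibition of TR-FRET ratio; Replication: one well per compound, singlicate testing.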
Granule exo inh: blocks lytic granule exocytosis. AID 651702. TALL-104 LAMP-1 surface exposure, flow cytometry; cells stimulated with thapsigargin and PMA. inhibition, % at 10 µM. 0.66% of 360,000 active;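 active = inhibition above about 55%, limit read from the data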
aDG glyco act: increases alpha dystroglycan glycosylation; Pro5-aDG cells, alpha-DG glycosylation AlphaScreen (IIH6); 0% Pro5, 100% B10-LARGE cell signal; activation, % at 10 µM; 0.22% of 360,000 active; AID 624168;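 active = activation of at least 8% versus controls, or a plate z-score of at least 8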;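 also: Pro5 are CHO cells carrying HIG-tagged alpha-DG that lacks glycosylation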
Vif imaging: HIV Vif inhibition; inhibition, % at 7.49 µM; 0.35% of 340,000 active; AID 602346; HEK293T cells, Vif self-association by quenched fluorescence, imaging, 24 h; in the data active = inhibition above about 50%, passing the limit was not always enough; also: some results filed as inactive read as strong as hits
TRPM1 prom inh: reduces MITF-dependent TRPM1 promoter luciferase signal. 0.83% of 330,000 active. inhibition, % at 12.5 µM. AID 488899. SK-MEL-5 TRPM1 promoter luciferase, 24 h;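 active = mean inhibition across replicates of 60% or more, whatever share of single replicates reaches that level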; also: values of inactives mirror those of a sister screen read the other way
Peg3 prom inh: inhibitors of Peg3 promoter | HeLa PEG-Prom luciferase reporter, luminescence, overnight | inhibition, % at 20 µM | 1.7% of 360,000 active | AID 588405;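 active = inhibition of at least 50% at 20 µM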
iPSC survival up: enhancers of human iPSC single-cell survival | survival enhancement, % at 20 µM | hiPSC single-cell survival, ATPlite luminescence; 100% = ROCK inhibitor wells, 0% = DMSO | 0.044% of 360,000 active; in the data active = survival enhancement above about 18%;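 also: cells exposed to compounds for 16 hours before the ATP read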
PDI inh: blocks human protein disulfide isomerase activity; PDI insulin aggregation turbidity, A650, 90 min; 0.052% of 350,000 active; P07237; AID 588391; inhibition, % at 10 µM;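 active = mean inhibition across replicates of 30% or more, whatever share of single replicates reach that level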;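 also: absorbance from insulin aggregation driven by PDI reduction with DTT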
Target sequence (P07237 whole entry, looked up): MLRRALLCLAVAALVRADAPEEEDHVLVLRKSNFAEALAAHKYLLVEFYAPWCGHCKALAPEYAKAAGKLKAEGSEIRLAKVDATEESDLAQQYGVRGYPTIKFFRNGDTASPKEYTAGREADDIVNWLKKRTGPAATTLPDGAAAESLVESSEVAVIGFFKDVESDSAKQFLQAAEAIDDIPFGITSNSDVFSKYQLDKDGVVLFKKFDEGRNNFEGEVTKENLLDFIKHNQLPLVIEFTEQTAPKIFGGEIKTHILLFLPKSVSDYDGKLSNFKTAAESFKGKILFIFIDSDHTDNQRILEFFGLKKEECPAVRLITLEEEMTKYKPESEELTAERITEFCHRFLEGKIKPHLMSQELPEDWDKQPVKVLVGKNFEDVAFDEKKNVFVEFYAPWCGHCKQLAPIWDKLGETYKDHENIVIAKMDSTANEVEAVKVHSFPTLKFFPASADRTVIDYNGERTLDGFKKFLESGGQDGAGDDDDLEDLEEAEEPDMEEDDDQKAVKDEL
CaV13 FRET inh: Primary screen for inhibitors of IQ motif and Ca2+-dependent inactivation inhibitor domain binding in CACNA1D, Förster resonance energy transfer in living cells, …; HEK cells, CFP/YFP FRET ICDI-IQ, plate reader, 10 min; percent FRET-ratio fall versus neutral wells; inhibition, % at 12.3 µM; 0.098% of 340,000 active;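 active = mean replicate inhibition of at least 30% and at least 1% of replicates passing that level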;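 also: 0% = median of the neutral control wells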
HIF-2a block: blocks HIF-2a reporter activity | 0.72% of 360,000 active | 786-0 RCC cells HIF-2a reporter, luciferase luminescence, overnight | AID 624352 | inhibition, % at 18.8 µM;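 active = inhibition of the luminescence signal of 40% or more relative to plate controls, in a single-dose primary screen at 18.75 µM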
NR2E3 ag-2: human photoreceptor-specific nuclear receptor agonism; Q9Y5X4; CHO-S Gal4-NCOR/VP16-NR2E3 two-hybrid, luciferase; inhibition of corepressor binding, % at 3.98 µM; 0.35% of 360,000 active; AID 602229;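 active = inhibition above the mean of all tested compounds plus 3 SD, cut at about 70% in these data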;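 also: 0% = DMSO with NR2E3 transfected cells and 100% = cells lacking NR2E3 construct; higher means lower luciferase signal from less NR2E3 corepressor binding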
* = called active by the depositor.

How did S=C(NCCC(c1ccccc1)c1ccccc1)Nc1ccccc1Cl do in these assays?
NR2E3 ag-1: 0; Granule exo inh: 2; aDG glyco act: -0.2; Vif imaging: -4; TRPM1 prom inh: 6; Peg3 prom inh: 17; iPSC survival up: -3.3; PDI inh: 3; HIF-2a block: 29; NR2E3 ag-2: -1

What do the screens show for `CCN(CC)CCCN(Cc1cc2cc3c(cc2[nH]c1=O)OCCO3)C(=O)Nc1ccc(F)cc1`?
NR2E3 ag-1: 3; Granule exo inh: 2; aDG glyco act: 0.0; Vif imaging: -13; TRPM1 prom inh: -1; Peg3 prom inh: 5; iPSC survival up: 0.1; PDI inh: -4; HIF-2a block: -3; NR2E3 ag-2: -6

What do the screens show for `c1ccc(CN=C2NN=C(c3ccccc3)CS2)cc1`?
NR2E3 ag-1: 1; Granule exo inh: 3; aDG glyco act: -0.1; Vif imaging: -2; TRPM1 prom inh: -71; Peg3 prom inh: -215; iPSC survival up: -0.7; PDI inh: 0; CaV13 FRET inh: -7; HIF-2a block: -235; NR2E3 ag-2: -70

How did COc1ccc(CCN2C(=O)CCC2(C)c2nnnn2-c2c(C)cccc2C)cc1OC (configuration not stated) do in these assays?
Granule exo inh: 0; aDG glyco act: 0.2; iPSC survival up: 0.0; CaV13 FRET inh: -9; HIF-2a block: 0; NR2E3 ag-2: -11

How did COC(=O)C1C(OC)=CC(=O)C2CCCCC21 (configuration not stated) do in these assays?
Granule exo inh: 1; aDG glyco act: 0.0; Vif imaging: -5; TRPM1 prom inh: 2; Peg3 prom inh: 14; iPSC survival up: 1.7; PDI inh: -1; CaV13 FRET inh: -7; HIF-2a block: -11; NR2E3 ag-2: -8

How did O=C(NC(Cc1ccccc1)C(=O)N1CCN(c2ccc(F)cc2)CC1)c1ccccc1 (configuration not stated) do in these assays?
Granule exo inh: -3; aDG glyco act: 0.0; Peg3 prom inh: 10; iPSC survival up: -2.1; PDI inh: -2; CaV13 FRET inh: -9; HIF-2a block: 13; NR2E3 ag-2: 0

Results for CCSc1nc2sccc2c(=O)n1-c1ccccc1 ?
NR2E3 ag-1: -2; Granule exo inh: 6; aDG glyco act: 0.0; Vif imaging: 9; TRPM1 prom inh: -11; Peg3 prom inh: 23; iPSC survival up: 0.5; PDI inh: 2; CaV13 FRET inh: -3; HIF-2a block: 4; NR2E3 ag-2: -29

What do the screens show for `COc1ccc(CC(=O)NCC(=O)N/N=C/c2ccco2)cc1`?
Granule exo inh: -2; aDG glyco act: -0.1; Vif imaging: 6; TRPM1 prom inh: 8; Peg3 prom inh: 11; iPSC survival up: 2.1; PDI inh: -2; CaV13 FRET inh: -3; HIF-2a block: 1; NR2E3 ag-2: -17

How did Cn1c(=O)[nH]c(=O)c2c1nc(N1CCCCCC1)n2CC(N)=O do in these assays?
NR2E3 ag-1: -1; Granule exo inh: -8; aDG glyco act: 0.0; Vif imaging: -2; TRPM1 prom inh: -5; Peg3 prom inh: 16; iPSC survival up: 2.0; PDI inh: 2; HIF-2a block: 2; NR2E3 ag-2: -11

How did COc1ccnc(Oc2cccc(C(F)(F)F)c2)c1C(=O)N/C=N/OCc1ccccc1F do in these assays?
NR2E3 ag-1: 5; Granule exo inh: 0; aDG glyco act: -0.2; Vif imaging: -7; TRPM1 prom inh: -8; Peg3 prom inh: 42; iPSC survival up: 1.1; PDI inh: 2; CaV13 FRET inh: -4; HIF-2a block: 15; NR2E3 ag-2: 2

Results for CCOC(=O)n1ccc(C(=O)Nc2ccccc2F)n1 ?
NR2E3 ag-1: -2; Granule exo inh: -5; aDG glyco act: 0.1; Vif imaging: 6; TRPM1 prom inh: -13; Peg3 prom inh: -81; iPSC survival up: 4.3; PDI inh: 12; CaV13 FRET inh: -4; HIF-2a block: -80; NR2E3 ag-2: -28

What do the screens show for `CCC1CCCCN1C(=O)CCn1c(=O)oc2ccccc21` (configuration not stated)?
NR2E3 ag-1: 1; Granule exo inh: 4; aDG glyco act: 0.0; Vif imaging: -3; Peg3 prom inh: -8; iPSC survival up: -0.1; CaV13 FRET inh: -6; HIF-2a block: 3; NR2E3 ag-2: -45

What do the screens show for `O=C(c1cccc(OCc2ccccc2)c1)N1CCOCC1`?
NR2E3 ag-1: -4; Granule exo inh: 0; aDG glyco act: 0.0; Vif imaging: -5; TRPM1 prom inh: -6; Peg3 prom inh: -30; iPSC survival up: -0.1; PDI inh: 7; CaV13 FRET inh: -15; HIF-2a block: -35; NR2E3 ag-2: 15

Results for Cn1c(=O)c2c(nc(CO)n2C)n(C)c1=O ?
NR2E3 ag-1: -2; Granule exo inh: -1; aDG glyco act: 0.4; Vif imaging: 0; TRPM1 prom inh: -8; Peg3 prom inh: 3; iPSC survival up: -2.4; PDI inh: 8; CaV13 FRET inh: -2; HIF-2a block: 16; NR2E3 ag-2: -9

What do the screens show for `COc1cccc(/C(=N/O)C2CC2c2ccc(Cl)cc2)c1` (configuration not stated)?
NR2E3 ag-1: 6; Granule exo inh: 4; aDG glyco act: 0.1; Vif imaging: -1; TRPM1 prom inh: -9; Peg3 prom inh: -12; iPSC survival up: -2.3; PDI inh: -5; CaV13 FRET inh: -4; HIF-2a block: -10; NR2E3 ag-2: -16

What do the screens show for `Cc1cccc(C)c1N(CC(=O)NN=C1CCCCCC1)S(C)(=O)=O`?
NR2E3 ag-1: -2; Granule exo inh: -3; aDG glyco act: 0.1; Vif imaging: -5; TRPM1 prom inh: -2; Peg3 prom inh: 16; iPSC survival up: -0.8; PDI inh: -8; CaV13 FRET inh: -5; HIF-2a block: 13; NR2E3 ag-2: -5

What do the screens show for `Cn1nc2c3cc(F)ccc3n(Cc3ccc(F)cc3)cc-2c1=O`?
NR2E3 ag-1: 1; Granule exo inh: 10; aDG glyco act: 0.1; Vif imaging: -11; TRPM1 prom inh: -1; Peg3 prom inh: 31; iPSC survival up: -0.2; PDI inh: -1; CaV13 FRET inh: -19; HIF-2a block: 18; NR2E3 ag-2: 17

Results for Cc1cccc(Oc2ccccc2NC(=O)CSCC(=O)Nc2cc(C)on2)c1 ?
Granule exo inh: -2; aDG glyco act: 0.3; TRPM1 prom inh: 19; Peg3 prom inh: 26; iPSC survival up: -0.4; PDI inh: 4; CaV13 FRET inh: -6; HIF-2a block: 3; NR2E3 ag-2: -13

What do the screens show for `OCCN1CCN(C(=S)Nc2ccc(SC(F)F)cc2)CC1`?
NR2E3 ag-1: 1; Granule exo inh: -1; aDG glyco act: 0.2; Vif imaging: 0; TRPM1 prom inh: 5; Peg3 prom inh: 1; iPSC survival up: -1.9; PDI inh: -12; CaV13 FRET inh: -1; HIF-2a block: -6; NR2E3 ag-2: -21

Results for N=c1c(S(=O)(=O)c2ccc(Cl)cc2)cc2c(=O)n3ccccc3nc2n1CC1CCCO1 (configuration not stated) ?
NR2E3 ag-1: 1; Granule exo inh: -6; aDG glyco act: 0.3; Vif imaging: -2; TRPM1 prom inh: -10; Peg3 prom inh: -5; iPSC survival up: -0.1; PDI inh: -3; HIF-2a block: 22; NR2E3 ag-2: 3

The list goes on; the last two above are carried over.
What do the screens show for `OCCN1CCN(C(=S)Nc2ccc(SC(F)F)cc2)CC1`?
NR2E3 ag-1: 1; Granule exo inh: -1; aDG glyco act: 0.2; Vif imaging: 0; TRPM1 prom inh: 5; Peg3 prom inh: 1; iPSC survival up: -1.9; PDI inh: -12; CaV13 FRET inh: -1; HIF-2a block: -6; NR2E3 ag-2: -21

Results for N=c1c(S(=O)(=O)c2ccc(Cl)cc2)cc2c(=O)n3ccccc3nc2n1CC1CCCO1 (configuration not stated) ?
NR2E3 ag-1: 1; Granule exo inh: -6; aDG glyco act: 0.3; Vif imaging: -2; TRPM1 prom inh: -10; Peg3 prom inh: -5; iPSC survival up: -0.1; PDI inh: -3; HIF-2a block: 22; NR2E3 ag-2: 3

What do the screens show for `N#Cc1ccc(Oc2cccc3cccnc23)c([N+](=O)[O-])c1`?
NR2E3 ag-1: 0; Granule exo inh: 8; aDG glyco act: -0.1; Vif imaging: 14; TRPM1 prom inh: 6; Peg3 prom inh: 28; iPSC survival up: 0.0; PDI inh: -2; CaV13 FRET inh: -3; HIF-2a block: -24; NR2E3 ag-2: 1

What do the screens show for `CCc1cc2c(N[C@@H](Cc3ccccc3)C(=O)O)ncnc2s1`?
NR2E3 ag-1: 4; Granule exo inh: -4; aDG glyco act: 0.0; Vif imaging: 4; TRPM1 prom inh: 1; Peg3 prom inh: 10; iPSC survival up: 0.3; PDI inh: 3; CaV13 FRET inh: -4; HIF-2a block: 12; NR2E3 ag-2: -11

What do the screens show for `O=C(c1ccoc1)N1CCCC(N2CCN(c3cccc(C(F)(F)F)c3)CC2)C1` (configuration not stated)?
NR2E3 ag-1: 2; Granule exo inh: 8; aDG glyco act: -0.1; TRPM1 prom inh: 6; Peg3 prom inh: 0; iPSC survival up: -0.4; PDI inh: -6; CaV13 FRET inh: -6; HIF-2a block: 8; NR2E3 ag-2: -18

How did NC(=O)C1CC(=O)N(c2ccc(OCc3ccc([N+](=O)[O-])cc3)cc2)C1 (configuration not stated) do in these assays?
NR2E3 ag-1: 7; Granule exo inh: 27; aDG glyco act: -0.3; Vif imaging: -2; TRPM1 prom inh: -26; Peg3 prom inh: -104; iPSC survival up: 1.1; PDI inh: -3; CaV13 FRET inh: -4; HIF-2a block: -202; NR2E3 ag-2: -31

What do the screens show for `CCn1nnnc1SCC(=O)c1ccc(C)cc1C`?
NR2E3 ag-1: 3; Granule exo inh: 5; aDG glyco act: 0.1; Vif imaging: 17; TRPM1 prom inh: -78; Peg3 prom inh: -156; iPSC survival up: -0.5; PDI inh: 2; CaV13 FRET inh: 2; HIF-2a block: -152; NR2E3 ag-2: -24

What do the screens show for `O=C(COC(=O)c1ccc(S(=O)(=O)N2CCCC2)cc1)Nc1ccc(Cl)cc1`?
NR2E3 ag-1: 4; Granule exo inh: 0; aDG glyco act: 0.5; Vif imaging: 5; TRPM1 prom inh: 4; Peg3 prom inh: 5; iPSC survival up: -0.5; PDI inh: -6; CaV13 FRET inh: -5; HIF-2a block: 16; NR2E3 ag-2: 1

What do the screens show for `Cc1nnc2sc(SCC(=O)Nc3ccc(Br)cc3)nn2c1=O`?
NR2E3 ag-1: 0; Granule exo inh: 2; aDG glyco act: 0.9; Vif imaging: 4; TRPM1 prom inh: 0; Peg3 prom inh: -13; iPSC survival up: -0.1; PDI inh: -3; CaV13 FRET inh: 3; HIF-2a block: -20; NR2E3 ag-2: -28

How did Cc1ccc(C2CC(=O)Oc3cc(C)cc(C)c32)cc1 (configuration not stated) do in these assays?
Granule exo inh: 35; aDG glyco act: -0.3; Vif imaging: -3; TRPM1 prom inh: -8; Peg3 prom inh: 0; iPSC survival up: 4.4; PDI inh: -3; CaV13 FRET inh: -5; HIF-2a block: 11; NR2E3 ag-2: -18

Results for CCOC(=O)c1cc(-c2cccc([N+](=O)[O-])c2)n[nH]1 ?
NR2E3 ag-1: 0; Granule exo inh: 6; aDG glyco act: -0.2; Vif imaging: -2; TRPM1 prom inh: 1; Peg3 prom inh: -17; iPSC survival up: 1.2; PDI inh: 1; CaV13 FRET inh: 4; HIF-2a block: -21; NR2E3 ag-2: 3

Bioassay records (PubChem)
